sEH inh – blocks human soluble epoxide hydrolase activity; inhibition, % at 2 µM; P34913; AID 707; recombinant human sEH enzymatic activity assay; 0.34% of 91,000 active; in the data active = inhibition above about 80%; also: values of inactives mirror those of a sister screen read the other way; many of its hits are not listed in these tables
Target sequence (P34913 whole entry, looked up): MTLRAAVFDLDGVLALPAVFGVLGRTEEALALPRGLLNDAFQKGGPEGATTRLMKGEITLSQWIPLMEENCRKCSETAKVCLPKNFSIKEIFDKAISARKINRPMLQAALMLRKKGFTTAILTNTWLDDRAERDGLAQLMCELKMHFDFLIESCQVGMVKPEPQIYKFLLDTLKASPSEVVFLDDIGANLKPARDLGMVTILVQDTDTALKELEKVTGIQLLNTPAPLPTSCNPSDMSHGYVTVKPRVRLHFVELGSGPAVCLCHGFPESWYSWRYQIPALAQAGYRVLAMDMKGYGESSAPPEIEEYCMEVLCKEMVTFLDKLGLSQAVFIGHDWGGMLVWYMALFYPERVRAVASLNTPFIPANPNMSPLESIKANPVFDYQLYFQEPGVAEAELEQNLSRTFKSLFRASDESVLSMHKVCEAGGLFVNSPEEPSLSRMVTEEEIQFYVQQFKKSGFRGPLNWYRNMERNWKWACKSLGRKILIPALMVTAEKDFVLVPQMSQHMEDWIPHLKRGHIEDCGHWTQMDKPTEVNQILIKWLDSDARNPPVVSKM
ERb coact inh – blocks coactivator binding to human estrogen receptor beta | TR-FRET ER-beta LBD / SRC1-Cy5 peptide binding; receptor agonist-loaded with 1 µM estradiol | inhibition, % at 25.6 µM | 1.3% of 86,000 active | AID 633;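 active = compounds whose percent inhibition of the receptor-coactivator binding signal exceeds about 50% in the single-dose screen, limit read from the data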;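 also: 0% = receptor plus peptide wells without compound and 100% = peptide-only wells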
Target sequence (Q92731 whole entry, looked up, the tested form may be a part): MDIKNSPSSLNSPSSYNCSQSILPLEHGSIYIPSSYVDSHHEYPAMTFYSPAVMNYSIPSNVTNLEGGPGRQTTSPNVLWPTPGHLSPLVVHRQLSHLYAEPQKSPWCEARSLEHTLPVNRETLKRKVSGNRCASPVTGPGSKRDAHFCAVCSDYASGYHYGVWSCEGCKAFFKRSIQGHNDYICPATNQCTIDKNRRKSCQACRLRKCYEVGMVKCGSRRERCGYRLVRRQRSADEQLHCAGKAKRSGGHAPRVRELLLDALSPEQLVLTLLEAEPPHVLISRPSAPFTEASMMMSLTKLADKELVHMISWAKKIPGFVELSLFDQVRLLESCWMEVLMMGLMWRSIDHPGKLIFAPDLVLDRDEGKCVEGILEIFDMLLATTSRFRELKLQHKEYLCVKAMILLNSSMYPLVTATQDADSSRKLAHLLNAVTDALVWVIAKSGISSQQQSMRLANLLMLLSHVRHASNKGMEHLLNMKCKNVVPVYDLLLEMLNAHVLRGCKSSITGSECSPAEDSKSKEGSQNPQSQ
HUVEC tox TNFa – HUVEC cytotoxicity counter-screen, TNF alpha stimulated | HUVEC TNFalpha-stimulated, Hoechst cell count, imaging | 0.17% of 93,000 active | cell count reduction, % at 2 µM;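 active = cell count reduction exceeding the screen mean by over 5 SD, scaled to untreated wells per plate, cut at about 78% in these data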;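 also: cells counted after 24 h of TNF alpha exposure following the 1 h pretreatment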
VCAM1 TNFa inh – reduces TNF alpha induced VCAM1 expression in HUVEC; inhibition, % at 2 µM; HUVEC TNFa-induced VCAM-1 immunofluorescence, high-content imaging; AID 802; 0.48% of 95,000 active;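 active = inhibition above the batch mean plus 3 SD, with images confirmed as a hit by eye, cut at about 37% in these data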;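 also: 0% = TNF-stimulated DMSO wells and 100% = unstimulated control wells; not every result past the cut was called active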
Calb biofilm kill – kills Candida albicans biofilms; 0.14% of 85,000 active; C. albicans biofilm + clotrimazole, Alamar Blue; inhibition, % at 6 µM; AID 834;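 active = inhibition above 20%; inactive = inhibition below 20%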;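 also: preformed 24 hr biofilms exposed to compound for 48 hr; 0% = biofilm without compound and 100% = blank killed by clotrimazole plus chlorhexidine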
HUVEC tox IL1B – HUVEC cytotoxicity counter-screen, IL-1B stimulated; AID 845; 0.41% of 94,000 active; HUVEC cell count loss, Hoechst imaging; cell count reduction, % at 2 µM;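 active = cell count reduction more than 3 SD above the screen-wide mean, cut at about 70% in these data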;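 also: normalized per plate to untreated control cells as the no-loss baseline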
sEH act – soluble epoxide hydrolase (human) activation; P34913; purified human sEH enzymatic activity, activator screen; activation, % at 2 µM; 0.04% of 91,000 active; in the data active = activation above about 37%; also: values of inactives mirror those of a sister screen read the other way
F-actin modifier – alters cytoskeleton assembly in HUVEC cells. HUVEC TNFa F-actin phalloidin imaging, high content. inhibition, % at 2 µM. 0.18% of 91,000 active. AID 836;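 active = inhibition above the batch mean plus 3 SD and confirmed as a hit by visual image inspection, cut at about 30% in these data, passing the limit was not always enough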; also: strong numbers were not always called active
Smad3 inh – Smad3 (human) transcription factor binding inhibition; TR-FRET Smad3/Dy647-FoxH1 peptide binding, europium anti-His; inhibition, % at 25 µM; 0.29% of 88,000 active;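 active = compounds that reduce the energy-transfer binding signal between the protein and its labelled peptide by more than half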;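 also: 0% = Smad3 plus labelled peptide maximal FRET and 100% = peptide-only background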
* = called active by the depositor; nt = no result given; [ ] = dose if it differs, or a comment. Not all compounds are listed. The share of hits here may be higher or lower than overall.

SMILES	sEH inh	ERb coact inh	HUVEC tox TNFa	VCAM1 TNFa inh	Calb biofilm kill	HUVEC tox IL1B	sEH act	F-actin modifier	Smad3 inh
COc1cc(-c2nc3cnccn3c2Nc2ccccc2)ccc1O	-4	-2	-18	5	-1	-84	5	14	8
Cc1cccc(C(=O)Nc2ccccc2N2CCN(c3ccc(F)cc3)CC2)c1	2	-5	nt	-30	1	-28	1	0	3
COCCn1cc(C(=O)NCc2cccs2)c2c3ccccc3n(C)c2c1=O	7	-10[fluorescence artefact?]	-28	-4	0	-2	-8	8	-2
Cn1c(SCC(=O)c2ccc(F)cc2)nnc1-c1ccccc1N	-7	-5	20	1	-3	4	7	-3	-14
CC1=C(C(=O)N(C)CCC#N)C2(CCCCC2)OC1=O	10	-9[fluorescence artefact?]	-27	10	0	-8	-9	8	4
COc1ccccc1CN1CCN(C(=O)c2ccncc2)CC1	-1	6	-16	15	5	-4	2	-4	8
Oc1ccc(Nc2nc(-c3ccc(O)cc3)cs2)cc1	10	40[fluorescence artefact?]	-17	31	0	-34	-10	-8	-6
O=C(Nc1ccc(Cl)cc1)c1cccnc1N1CCCCC1	0	-9	-26	2	-3	1	3	-5	-2
Cc1ccc(NS(=O)(=O)c2ccc(NC(=O)c3ccc(Br)o3)cc2)c(C)c1	15	-3	-16	-21	7	-17	-11	6	17
COC(=O)c1ccc(C(=S)N2CCOCC2)cc1	2	-11	24	-28	6	-21	0	-1	2[fluorescence artefact?]
COc1ccccc1NC(=O)Cc1noc(CSc2cc(C)c3ccccc3n2)n1	5	-3[fluorescence artefact?]	64	28	-1	17	-2	-8	-5
CCOP(=O)(OCC)c1nc(-c2cccc3ccccc23)oc1NCc1ccccc1	-20	nt	-4	0	nt	-15	20	-8	nt
Cn1c(=O)oc2cc(S(=O)(=O)NC(Cc3ccccc3)C(=O)N3CCCCC3)ccc21 (stereo unspecified)	0	-5	-30	17	15	8	-1	6	1
CC(C)(C)n1nnnc1C(c1cccs1)N1CCN(C(=O)c2ccco2)CC1 (stereo unspecified)	-1	-4	8	14	10	-10	5	-2	8
O=C(OCc1nc2ccccc2s1)C1CCN(C2=NS(=O)(=O)c3ccccc32)CC1	16	6	-15	-2	-2	-20	-16	3	8

The last 3 entries of the section above are carried over, then new ones follow:
SMILES	sEH inh	ERb coact inh	HUVEC tox TNFa	VCAM1 TNFa inh	Calb biofilm kill	HUVEC tox IL1B	sEH act	F-actin modifier	Smad3 inh
Cn1c(=O)oc2cc(S(=O)(=O)NC(Cc3ccccc3)C(=O)N3CCCCC3)ccc21 (stereo unspecified)	0	-5	-30	17	15	8	-1	6	1
CC(C)(C)n1nnnc1C(c1cccs1)N1CCN(C(=O)c2ccco2)CC1 (stereo unspecified)	-1	-4	8	14	10	-10	5	-2	8
O=C(OCc1nc2ccccc2s1)C1CCN(C2=NS(=O)(=O)c3ccccc32)CC1	16	6	-15	-2	-2	-20	-16	3	8
CCOC(=O)N1CCN(CC(=O)N2c3ccccc3CC2C)CC1 (stereo unspecified)	4	-1[fluorescence artefact?]	-22	0	-4	-4	-1	7	5
CCOC(=O)NC(=O)CSc1nnnn1-c1ccccc1	-2	9	-1	11	1	-64	0	-11	24
CC(=O)Nc1c(O)nc(SCC(=O)Nc2cccc(C)c2)[nH]c1=O	0	-8[fluorescence artefact?]	-24	4	0	-121	-2	3	12
CCc1nc2c(sc3nc4c(cc32)COC(C)(C)C4)c(=O)n1Cc1ccccc1	-2	nt	-30	-34	nt	9	2	-6	nt
N/C(=N\OC(=O)C12CC3CC(CC(C3)C1)C2)c1ccccc1	0	nt	-14	4	nt	-109	-2	1	nt
CCN(C(=O)CSc1nc(-c2ccccc2)c(-c2ccccc2)[nH]1)C1CCS(=O)(=O)C1 (stereo unspecified)	-4	-14	-17	14	3	-6	3	-1	-9
Cc1ccc(Nc2nc(N)nc(CN3CCC(C)CC3)n2)c(C)c1	-2	-4	3	14	7	-43	-2	7	7
COc1ccc(-c2nc(CSCC(=O)N3CCN(C(=O)c4ccco4)CC3)c(C)o2)cc1OC	-2	-11[fluorescence artefact?]	34	18	9	49	5	-2	10
COc1ccc(CNCc2ccco2)cc1OCc1ccccc1	-2	nt	-9	5	nt	-2	2	14	nt
NS(=O)(=O)c1ccc(Nc2nc(-c3ccc(O)cc3)cs2)cc1	-5	6	-3	12	8	10	7	-6	-4
O=C1CCCN1CCC1CCN(C2CC(=O)N(c3ccc(Cl)cc3)C2=O)CC1 (stereo unspecified)	-2	-26	nt	nt	6	-12	7	nt	2[fluorescence artefact?]
Cc1cc(C)c2c(=O)[nH]n(C3CC(C)N(C)CC3C)c2n1 (stereo unspecified)	-10	-7	-10	12	4	-14	9	11	-3
CCCCSc1nnc2[nH]c(=O)cc(N)n12	-3	-13	-4	6	2	4	4	-3	9
CCc1nnc(N/N=C/c2c(Cl)cccc2Cl)n1N	-2	nt	10	2	nt	-61	3	12	nt
C=CCOc1ccc(/C(O)=C2/C(=O)C(=O)N(CCCN3CCOCC3)C2c2ccc(OC)cc2)cc1 (stereo unspecified)	18	1	-6	-12	5	22	-17	17	10
CN(C)c1cc2c(c(N(C)C)c1)C(=O)c1ccccc1C2=O	-7	nt	1	8	nt	-46	10	-11	nt
Cc1cc(C)nc(N2CCCC(C(=O)NCCC3=CCCCC3)C2)n1 (stereo unspecified)	nt	-6	-12	7	9	-27	nt	3	1
CC(C)(C)c1cc(CN2CCC(O)CC2)cc(C(C)(C)C)c1O	-2	19	-25	9	1	12	0	2	-4
O=C(O)CSc1nnnn1-c1ccccc1	-2	-5	-14	14	4	24	5	0	1
COc1ccc(N2CCN(C(=O)CSc3ncccc3-c3nc4ccccc4[nH]3)CC2)cc1	12	1	-34	14	6	-4	-13	50	6
Cc1ccc(N=C2N=C(N)c3ccccc32)c(C)c1	-10	nt	13	-6	nt	-20	13	-3	nt
Cc1ccc(Cn2nc(C)c(NC(=O)c3cc(C)no3)c2C)cc1	5	0	-13	9	8	6	-4	-7	-1
O=C(NC1=NCCS1)c1cccc(NC(=O)c2ccco2)c1	-16	-2	nt	nt	3	0	14	nt	-1
Cc1ccc(CSc2nc3c(c(=O)[nH]2)CCC3)cc1	5	-1	-32	0	5	-42	-3	3	8
CCc1cccc2c1NC(=O)[C@]21[C@@H]2C(=O)N(Cc3ccccc3)C(=O)[C@@H]2[C@@H]2CCCN21	-11	39	-17	7	9	-18	12	-24	4[fluorescence artefact?]
CCOc1ccc2nc(SC3CC(=O)N(c4ccc(C)cc4)C3=O)sc2c1 (stereo unspecified)	3	nt	-14	9	nt	-15	0	14	nt
O=C(NCCN1CCc2ccccc2C1)C1CC(=O)N(C2CCCC2)C1 (stereo unspecified)	11	-3[fluorescence artefact?]	-31	-4	8	-24	-11	8	-1
CCCC(CCC(=O)NC1CCCCC1)C(=O)O (stereo unspecified)	-5	-8	-33	15	5	6	7	-1	4
CN(C)C(=O)c1cc(F)ccc1Sc1cc(Cl)ccc1Cl	-14	nt	-11	-6	nt	16	17	9	nt
C=CCC(NCc1ccco1)c1ccc(OC)cc1 (stereo unspecified)	-7	-1	5	2	7	-7	9	-10	3
Cc1ccc(C2CC(=O)Nc3cc4c(cc32)OCO4)o1 (stereo unspecified)	-7	-9	2	-9	8	-10	4	-11	-11
Cc1cccc(NC(=O)CN2C(=O)N/C(=C/c3cc(C)n(C(C)C)c3C)C2=O)c1	10	nt	4	12	nt	-7	-9	-1	nt
COc1ccc(C2=NN3C(C2)c2ccccc2OC32C(=O)N(C)c3ccccc32)cc1 (stereo unspecified)	-6	nt	-7	15	nt	-16	6	8	nt
CCc1nnc(NC(=O)c2c(O)c3c([nH]c2=O)CCCC3)s1	3	12[fluorescence artefact?]	-5	-6	7	17	0	1	4[fluorescence artefact?]
CCOCCCNC(=O)N[C@@H](Cc1ccccc1)C(=O)OC	nt	9	-14	-5	6	2	nt	-21	-4
O=C1CC(Sc2ncn[nH]2)C(=O)N1c1ccccc1 (stereo unspecified)	-8	-2	10	-5	7	-1	5	nt	-2
CN(CCCNC(=O)c1ccc(N2CCCC2=O)cc1)c1ccccc1	51	-4	-16	7	4	-11	-50	20	3
Cc1nn(C2CCCCC2)c(N)c1-c1ccccc1	15	-11	-22	-13	11	-5	-15	0	15
CCOC(=O)c1c(C)[nH]c(C(=O)CSc2nc3ccccc3o2)c1C	-4	3	nt	20	15	-11	2	-14	2
CCc1nnc(NC(=O)C2CCN(C(=O)NC3CCCCC3)CC2)s1	7	-6	-13	-4	8	-30	-8	-29	8
Cc1ccc2nc(SCC(=O)Nc3nnc(SCC(N)=O)s3)[nH]c2c1	6	nt	-13	24	nt	-34	-5	-5	nt
COc1ccc(N(CC(O)CN2CCCCC2)S(=O)(=O)c2ccc(C)cc2)cc1 (stereo unspecified)	1	2	2	3	4	-10	-2	9	2
CCOC(CNC(=O)c1ccc2c(c1)nc(C)n2-c1cccc(F)c1)OCC	11	6	-6	1	2	nt	-10	25	4
CN(C)CCCN1CC(C(=O)O)CC1=O (stereo unspecified)	-10	nt	0	-22	nt	-38	10	-4	nt
O=C(Nc1ccccc1C(=O)N1CCOCC1)c1noc2c1CCCC2	4	-5	11	-6	nt	-2	-1	-12	9
O=C(CCCCCCN1C(=O)c2ccccc2C1=O)NC1CCCCC1	68	12[fluorescence artefact?]	7	-9	-3	-5	-66	4	-5
c1cncc(-c2nnc(-c3cccs3)o2)c1	-11	-7	-13	-7	10	28	12	-13	1
CCN(CC)S(=O)(=O)c1ccc(NC(=O)COc2c(OC)cccc2OC)cc1	13	-4	-25	4	5	-4	-14	20	1
Cc1cc(C)nc(N(C#N)Cc2ccc(Br)cc2)n1	-2	-3	11	14	nt	53	5	16	5
Cc1cnc(C(=O)OCC(=O)NCc2ccccc2)cn1	-4	-3	-25	9	3	2	8	-5	3
O=C(NCCc1ccc(Cl)cc1)c1cccnc1	-2	-16	-26	12	1	-20	-2	16	0
CCCc1nnc(NC(=O)Cn2cnc3ccccc3c2=O)s1	-4	nt	7	2	nt	20	8	16	nt
Cc1cc(C)cc(N(CC(=O)N2CCC(C)CC2)S(C)(=O)=O)c1	-9	-2	-9	13	11	-30	10	11	6
O=C(NCc1ccccc1)N1CCn2c(nc3ccccc32)C1	6	-11	-8	20	5	0	-7	16	12[fluorescence artefact?]
N/C(Cc1cccs1)=N\OC(=O)COc1ccccc1Cl	12	-9	-9	-16	5	-5	-11	4	10
CCN1C(=O)S/C(=C\c2ccc(N3CCOCC3)cc2C)C1=O	4	nt	0	10	nt	nt	-4	-8	nt
O=C(CCNS(=O)(=O)c1ccc(Br)s1)N1CCCCC1	-11	-2	nt	16	12	-16	9	-12	3
CC(c1ccccc1)C1C(C#N)=C(N)SC(N)=C1C#N (stereo unspecified)	13	-8	-4	12	4	4	-12	-16	3
O=c1c2c(n3nnnc3n1Cc1ccccc1)-c1ccccc1CC21CCCC1	2	-6	-25	3	9	-27	-1	31	-2
CCCCNC(=O)c1onc(CSc2cccc(OCC)c2)c1C(=O)O	-9	nt	4	5	nt	-23	10	3	nt

Shown with values under each structure: four of the compounds above
Screens in order: sEH inh	ERb coact inh	HUVEC tox TNFa	VCAM1 TNFa inh	Calb biofilm kill	HUVEC tox IL1B	sEH act	F-actin modifier	Smad3 inh
- CCN(CC)S(=O)(=O)c1ccc(NC(=O)COc2c(OC)cccc2OC)cc1
→ 13	-4	-25	4	5	-4	-14	20	1
- Cc1cc(C)nc(N(C#N)Cc2ccc(Br)cc2)n1
→ -2	-3	11	14	nt	53	5	16	5
- Cc1cnc(C(=O)OCC(=O)NCc2ccccc2)cn1
→ -4	-3	-25	9	3	2	8	-5	3
- O=C(NCCc1ccc(Cl)cc1)c1cccnc1
→ -2	-16	-26	12	1	-20	-2	16	0

Bioassay records from PubChem BioAssay.
